# ASAP1 inh: blocks human ASAP1-stimulated Arf1 GTP hydrolysis; Q9ULH1; actives 0.19% (n = 360,000); GDP FP detection; inhibition, % at 16.5 µM; AID 624377; in the data active = inhibition above about 25%;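 also: 0% = vehicle with enzyme and substrate and 100% = no enzyme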
# Target sequence (Q9ULH1 325-724 limits assumed): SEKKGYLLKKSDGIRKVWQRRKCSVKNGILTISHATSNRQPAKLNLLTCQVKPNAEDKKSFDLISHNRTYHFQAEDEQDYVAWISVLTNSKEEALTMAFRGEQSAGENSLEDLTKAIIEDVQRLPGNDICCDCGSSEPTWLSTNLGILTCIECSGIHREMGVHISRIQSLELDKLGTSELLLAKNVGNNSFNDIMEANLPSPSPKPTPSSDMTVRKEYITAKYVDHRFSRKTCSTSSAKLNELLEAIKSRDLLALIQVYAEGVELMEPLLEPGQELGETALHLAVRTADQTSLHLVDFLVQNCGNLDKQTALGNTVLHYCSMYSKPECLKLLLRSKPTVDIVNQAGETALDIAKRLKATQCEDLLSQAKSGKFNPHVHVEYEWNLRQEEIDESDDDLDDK
# SMARCA2 activ: SMARCA2 function activation, primary screen; MG213 cells, MMTV-luciferase reporter, dexamethasone, overnight; activation, % at 9.1 µM; actives 1% (n = 370,000); in the data active = activation above about 7.8%;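 also: 0% = vehicle wells and 100% = reference activator wells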
# PG9 Ab binder: small molecules binding HIV-1 gp120 antibody PG9; TR-FRET gp120-PG9 antibody binding; inhibition, % at 6.7 µM; actives 0.43% (n = 360,000); in the data active = inhibition above about 8.5%
# rCAG binder: molecules binding r(CAG) RNA repeats | r(CAG) RNA repeat, TO-PRO-1 dye displacement fluorescence | inhibition, % at 3 µM | actives 1.3% (n = 370,000);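 active = inhibition above the plate cutoff, the mean of all test compounds on that plate plus 3 SD, cut at about 35% in these data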;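 also: 0% = DMSO alone and 100% = 100 µM mitoxantrone as full dye displacement; higher means more dye released from RNA so lower well fluorescence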
# mABHD4 FP: inhibits mouse alpha/beta hydrolase domain 4 | purified mABHD4, FP-Rh probe fluorescence polarization | inhibition, % at 8.92 µM | actives 0.54% (n = 370,000) | AID 720543;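 active = inhibition exceeding the mean over every tested compound plus 3 SD, cut at about 30% in these data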;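 also: 0% = plate median of compound wells and 100% = S159A mutant with DMSO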
#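 system = mouse ABHD4 enzyme, wild type | medium = HEPES pH 7.0, NaCl, Pluronic buffer | also added = FP-Rh probe | incubation = Enzyme–compound pre-incubation 45 min, then probe 60 min, both 25 °C | technique = fluorescence polarization, excitation 525 nm, emission 598 nm, BODIPY TMR filters | controls = S159A mutant high control, sample median low control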
# ARFGAP1 inhibitor: inhibits rat ARF GTPase activating protein 1; Q62848; Arfgap1-stimulated ARF1 GTP hydrolysis, GDP FP detection; inhibition, % at 16.5 µM; actives 0.26% (n = 360,000); AID 651572;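 active = inhibition above a per-plate limit, mean inhibition of low control wells plus 3 SD, cut at about 25% in these data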;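 also: 0% = DMSO wells with enzyme and 100% = wells lacking Arfgap1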
# Target sequence (Q62848 1-136 limits assumed): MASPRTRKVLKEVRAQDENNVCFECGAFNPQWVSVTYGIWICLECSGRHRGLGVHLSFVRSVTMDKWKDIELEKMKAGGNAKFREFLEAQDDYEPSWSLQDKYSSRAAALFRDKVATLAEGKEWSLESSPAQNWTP
#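 Material: rat Arfgap1 catalytic domain, aa 1-136; also added: human ARF1(Δ1-17)-GTP substrate; compound dosing: one concentration, 16.5 µM, DMSO 1.26%; incubation: GTP hydrolysis reaction 2 h at 25 °C; measured by: Tracer-displacement fluorescence polarization with EDTA stop, 620/688 nm; evaluation: % inhibition from polarization; repeats: one replicate per compound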
# NPR1 activator: GC-A (human) enzyme activation. P16066. HEK293 GC-A cells, cGMP TR-FRET, EC30 ANP; 0% at EC30 ANP, 100% saturating ANP. activation, % at 10 µM. actives 0.14% (n = 370,000). AID 1671463; in the data active = activation above about 40%
# GC-B act: GC-B (human) receptor activation | activation, % at 10 µM | HEK293-GC-B cells, CNP EC30, cGMP TR-FRET; 0% at EC30 CNP, 100% saturating CNP | P20594 | AID 1920062 | actives 0.11% (n = 370,000);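 active = activation at 10 µM reaching about 35% in either raw or pattern-adjusted values, limit read from the data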
# HTRA1 inhibitor: HTRA1 (human) protease inhibition | Q92743 | recombinant HTRA1, FP-rhodamine activity-based probe, fluorescence polarization | inhibition, % at 5.96 µM | actives 0.5% (n = 340,000) | AID 504803; in the data active = inhibition above about 36%;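 also: 0% = enzyme with DMSO and 100% = wells lacking enzyme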
# Target sequence (Q92743 whole entry, looked up): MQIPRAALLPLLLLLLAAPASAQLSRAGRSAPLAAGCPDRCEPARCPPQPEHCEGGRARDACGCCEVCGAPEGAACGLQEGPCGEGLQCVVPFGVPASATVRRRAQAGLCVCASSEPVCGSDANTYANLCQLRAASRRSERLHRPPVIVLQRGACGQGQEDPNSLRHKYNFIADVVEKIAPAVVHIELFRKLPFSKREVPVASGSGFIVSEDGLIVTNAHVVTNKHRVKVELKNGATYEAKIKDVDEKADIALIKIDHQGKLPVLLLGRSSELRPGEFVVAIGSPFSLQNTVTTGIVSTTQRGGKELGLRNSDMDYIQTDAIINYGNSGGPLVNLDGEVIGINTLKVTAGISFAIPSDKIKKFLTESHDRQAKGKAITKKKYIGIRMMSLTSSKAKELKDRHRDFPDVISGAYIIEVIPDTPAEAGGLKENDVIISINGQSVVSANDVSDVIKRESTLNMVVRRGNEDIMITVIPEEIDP
# NR1D1 modulator: Rev-erb alpha (human) modulation | P20393 | Rev-erbα–FITC-DNA binding, fluorescence polarization, 90 min | activity, % at 10 µM | actives 0.79% (n = 370,000);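 active = activity above about 14%, limit read from the data; passing the limit was not always enough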;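 also: 0% = DMSO wells with 35 nM protein and 100% = DMSO wells with 750 nM protein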
# * = called active by the depositor; x = not tested or not shown; & = joins results of further samples.
SMILES,ASAP1 inh,SMARCA2 activ,PG9 Ab binder,rCAG binder,mABHD4 FP,ARFGAP1 inhibitor,NPR1 activator,GC-B act,HTRA1 inhibitor,NR1D1 modulator
CC(NC(=O)c1cccc(OC2CCN(C(=O)C3CC3)CC2)c1)c1ccc(F)cc1 (centres undefined),12,3,-2.0,-5,-2,6,-1,-3,2,1
O=C(NCCc1ccccc1)C1Cc2c(-c3ccc(Cl)cc3)ccnc2O1 (centres undefined),-6,-4,-1.9,0,-1,1,-10,-5,x,-3
Cc1ccccc1OCC(O)CNC1CCCC1 (centres undefined),-4,-4,0.5,-2,-7,-1,-1,-4,1,-5
Cc1cccc(Nc2ncc3c(n2)CC(C)CC3=O)c1 (centres undefined),1,8,-1.4,0,-2,5,-2,-3,-2,2
COc1cc(C(=O)Nc2ccc(S(=O)(=O)Nc3cnc4ccccc4n3)cc2)cc(OC)c1OC,-13,-1,1.7,40*,-6,-4,2,5,4,-3
Cc1nc(NCCN2CCOCC2)c2nnn(Cc3c(F)cccc3Cl)c2n1,-3,0,-0.4,-5,4,7,7,4,10,-6
COCCn1c(N)c(N(Cc2ccccc2)C(=O)c2ccc(N3CCCC3=O)cc2)c(=O)[nH]c1=O,3,-1,-1.4,1,4,5,4,1,5,2
COc1cc(/C=N/NC(=O)c2c(C)nnn2-c2nonc2N)ccc1O,6,1,-0.3,1,4,-19,1,0,-3,3
Cc1ccc(C(=O)NC(C)C2CC3CCC2C3)cc1 (centres undefined),1,1,-1.5,-7,2,2,3,-1,x,-4
Cc1ccccc1C(=O)NC1CC2CCCC(C1)N2CC(C)C (centres undefined),-7,-1,-0.2,1,3,-3,-2,-7,-2,-2
Cc1nc(NC(=O)CSc2nnc(C)n2CC2CCCO2)sc1C (centres undefined),10,-1,-0.7,-2,-3,-1,-2,5,-5,0
COc1ccc(-c2nnc(SCc3nnc(-c4ccccc4)o3)n2-c2ccccc2)cc1,-5,-4,-1.1,-5,6,5,-19,-15,7,3
CN1CCN(C(=O)c2cc3nc(-c4ccco4)cc(C(F)(F)F)n3n2)CC1,-12,0,-1.3,-4,1,10,5,5,0,10
O=C(C1CCCN(S(=O)(=O)c2ccccc2)C1)N1CCN(c2ncccn2)CC1 (centres undefined),-18,-1,1.7,-7,4,7,-1,-2,-4,3
Cc1ccccc1N1CCN(Cc2cc3c(cc2[N+](=O)[O-])OCO3)CC1,-12,2,-1.9,-3,4,13,-3,-3,2,6

# 2 of these compounds, set out differently:
Structure | ASAP1 inh | SMARCA2 activ | PG9 Ab binder | rCAG binder | mABHD4 FP | ARFGAP1 inhibitor | NPR1 activator | GC-B act | HTRA1 inhibitor | NR1D1 modulator
Cc1ccc(C(=O)NC(C)C2CC3CCC2C3)cc1 (centres undefined) | 1 | 1 | -1.5 | -7 | 2 | 2 | 3 | -1 | x | -4
Cc1ccccc1C(=O)NC1CC2CCCC(C1)N2CC(C)C (centres undefined) | -7 | -1 | -0.2 | 1 | 3 | -3 | -2 | -7 | -2 | -2

# (listing goes on)
SMILES,ASAP1 inh,SMARCA2 activ,PG9 Ab binder,rCAG binder,mABHD4 FP,ARFGAP1 inhibitor,NPR1 activator,GC-B act,HTRA1 inhibitor,NR1D1 modulator
CC(=O)N1CCc2cc(S(=O)(=O)NCC(=O)NCc3ccc(F)cc3)ccc21,7,-1,-0.9,0,7,3,4,-4,1,5
COc1ccc(O)c(C(=O)c2cnc3nc4ccccc4n3c2)c1,2,1,-0.6,40*,-10,2,-2,-1,-20,3
Cc1ccc(-c2noc(CN(C(=O)c3ccc4c(c3)OCO4)C(C)C)n2)cc1,2,0,-1.1,-7,6,3,-2,-3,-8,2
CN1C(=O)c2cc(NC(=O)Cc3cccs3)ccc2OC[C@H]2O[C@@H](CC(=O)NCCCN3CCOCC3)CC[C@@H]21,x,-3,x,6,15,x,2,-7,x,0
COc1ccccc1CNC(=O)C1Cc2ccccc2C(=O)O1 (centres undefined),4,3,-2.2,-3,2,-6,-1,2,4,2
Cc1cc(Nc2ccccc2Cl)nc(-c2ccccc2O)n1,7,-2,-1.1,6,-20,1,4,0,-34,-4
O=C1CN(C(=O)CSc2nc3ccccc3n2CCc2ccccc2)c2ccccc2N1,9,-3,0.6,3,-3,2,-4,-4,-12,-4
Cc1ccc(-n2nnnc2SCC(=O)N(CC(C)C)c2c(N)n(CC(C)C)c(=O)[nH]c2=O)cc1,-8,-1,-1.1,-3,-9,11,-2,-3,7,3
C[C@H]1[C@H](c2ccccc2)OC(O)([C@H](Cc2ccccc2)NC(=O)OC(C)(C)C)CN1C (some centres undefined),x,x,x,x,2,x,6,-3,x,-1
CCCC1(C(=O)OCC)NC(c2ccc(OC)cc2OC)C2C(=O)N(c3ccccc3)C(=O)C21 (centres undefined),0,0,0.2,-7,-1,10,-4,0,-2,4
COc1ccccc1CCNC(=O)CNC(=O)Cc1cccc2ccccc12,0,-2,-3.6,-1,-10,1,-11,-1,3,4
Cc1cc(C)c(S(=O)(=O)N(C)CC(=O)NCC2CCCO2)c(C)c1 (centres undefined),-16,-2,-2.5,-3,0,2,5,4,-4,0
Nc1c(Br)cc2c(c1Br)C(O)c1ccccc1-2 (centres undefined),8,-1,-1.2,7,9,-4,-2,4,2,-1
O=C(NCCN1CCN(C(=O)c2cccc(Br)c2)CC1)C(=O)Nc1ccc(Br)cc1,3,-5,-2.2,-3,5,-1,-3,-2,-11,-5
COc1ccc(C(=O)NCc2nnc(SCC(=O)c3ccccc3)o2)cc1,-22,4,-2.5,-2,-5,4,3,-4,5,7
O=C(CCCN1CCC(O)(c2ccc(Br)cc2)CC1)c1ccc(F)cc1,2,-1,-3.1,2,-6,7,-5,-12,-3,-1&-2
COC(=O)Nc1ccc(N2CCOCC2)c(S(=O)(=O)N2CCOCC2)c1,0,-5,-0.5,-2,1,12,10,6,-1,-1
CCC(CC)c1nnc(NC(=O)c2cc([N+](=O)[O-])ccc2N2CCOCC2)s1,-14,2,-2.0,0,9,3,-1,5,5,9
CCC(=O)Nc1ccc(C(=O)CSc2nnc(-c3ccccc3F)n2C2CC2)cc1,0,0,-1.2,7,-3,0,-3,3,-9,-1
CCNC(=O)C(=O)N1CCC2(CC1)OCCN2S(=O)(=O)c1ccc(C)cc1,4,-1,0.4,-4,2,3,3,-4,3,0
O=C(NCc1ccco1)C1CCN(c2nc3ccccc3n2Cc2ccccc2F)CC1,5,1,-0.3,4,-3,-9,4,1,-9,-1
COC(=O)C1=C(O)/C(=C\c2ccc(CNC(=O)C(=O)Nc3ccc(C)c(C)c3)o2)N=C1C,1,0,-2.5,56*,28,-2,0,0,29,6
CCOc1ccccc1NC(=O)COc1coc(CN2CCc3ccccc3C2)cc1=O,10,-5,-0.2,-1,-9,-8,-3,1,2,8
OC[C@@H]1CN(Cc2cccc(C(F)(F)F)c2)C[C@H](n2cnc3c(NCc4ccco4)ncnc32)O1,12,-2,0.0,0,-5,-3,1,4,x,-4
CN=c1scc(-c2ccco2)n1/N=C/c1ccc(O)c(O)c1,-13,4,-2.8,31,40*,0,1,-1,74*,1
CCCCCCN1C[C@@H](n2cc(-c3ccc(F)cc3)nn2)[C@H](O)C[C@@H]1c1ccc(Cl)cc1,-6,-3,0.8,6,-6,-3,-11,-7,-80,7
O=C(CCN1CCN(C(c2ccccc2)c2ccccc2)CC1)N/N=C/c1ccc(O)cc1,0,-1,-3.2,-4,2,1,-21,-9,-11,8
COCC1COS(=O)(=O)NC1(C)C (centres undefined),4,-1,-0.3,4,1,1,-1,8,-1,0
CC(C)=CCC/C(C)=C/C=N/NC(=O)c1cccc([N+](=O)[O-])c1,-8,0,1.4,4,3,5,-5,-1,-2,1
Cc1nnc(SCC(=O)Nc2sccc2C(N)=O)s1,23,0,-2.0,5,1,0,3,-4,-2,-6
CC1CCCC(NC(=O)CCn2c(=S)oc3ccccc32)C1C (centres undefined),1,-5,-1.2,-7,1,-2,-5,-2,2,4
COc1ccccc1C(=O)NC(=O)COC(=O)C1CC2CCCC(C1)C2=O (centres undefined),-11,-2,2.2,-5,-3,-12,-1,-1,2,-2
O=C(Nc1ccccc1)c1[nH]ncc1[N+](=O)[O-],-12,-2,-0.5,0,9,1,1,-3,12,-6
COc1ccc(Cc2nc3ccc(S(=O)(=O)N4CCOCC4)cc3[nH]2)cc1OC,-1,-4,2.4,6,-5,-6,1,-3,-6,-3
Cc1ccc(OCC(=O)NC(C)c2ccccc2)cc1C (centres undefined),-1,-3,-1.4,-4,-5,-9,-2,1,-1,9
Clc1ccc(C2=Nc3cc(Cl)ccc3OC2)cc1,15,4,0.2,1,-10,5,1,-3,-7,2
Clc1ccc(CNc2ncnc3[nH]ncc23)c(Cl)c1,2,-5,-0.1,0,-13,18,3,3,-6,8
COC(=O)[C@]12C[C@H](CC(=O)NCCCCc3ccccc3)C(=O)N(Cc3ccccc3)C1=C[C@H](C1CCCC1)O[C@@H]2C,-8,1,-0.3,4,-3,10,-5,-5,x,0
COc1ccc(CCNc2oc(COc3ccccc3F)nc2C#N)cc1,3,2,-2.9,-1,-31,17,5,4,-27,-3
NC(=O)[C@@H]1CCCNc2c(F)cc([N+](=O)[O-])cc2C(=O)N[C@@H](CO)C(=O)N[C@@H](Cc2ccc(O)cc2)C(=O)N1,1,2,0.0,5,5,13,3,8,1,-1
COc1ccc(NC(=O)C(C)(C)Oc2ccc(Cl)cc2)cn1,5,-3,0.9,-5,-3,7,-7,1,-7,2
CCc1ccc(C(C)NC(=O)c2ncn[nH]2)cc1 (centres undefined),-8,0,-2.5,-1,3,8,1,1,-1,1
N#Cc1cc(C(=O)c2ccccc2O)cn(-c2nccs2)c1=O,13,6,-2.4,-38,3,8,22,17,-17,16
COc1ccccc1CNC(=O)COc1ccc(Br)c(C)c1,-1,3,-1.1,-8,-3,17,-5,6,-15,1
CCOc1ccccc1C(=O)Nc1nncs1,-5,-4,0.6,0,4,14,6,11,6,-2
CCOc1ccc(NCc2cccn2-c2nnc(N3CCC(C(=O)NCCCN4CCCCC4)CC3)s2)cc1,-1,-2,-4.6,-4,6,1,-3,-1,-1,1
CCOc1cc(NC(=S)NCCCOC)c(OCC)cc1NC(=O)c1cccs1,1,-3,-1.5,-2,2,9,3,5,3,-7
C/C(=N\NC(=O)c1ccc2c(c1)OCO2)c1ccc2c(c1)OCO2,8,5,0.0,1,-2,0,3,7,-5,3
CSc1ccccc1NC(=O)c1cnc2sc(C)cn2c1=O,4,0,-0.1,1,-2,-4,5,-1,-9,-2
COc1ccc(C(OCC(O)CNCCc2ccc(S(N)(=O)=O)cc2)c2ccc(OC)cc2)cc1 (centres undefined),9,-3,-0.7,3,-5,18,-11,0,-14,1

# Record cards, from the list above. Order of values: ASAP1 inh, SMARCA2 activ, PG9 Ab binder, rCAG binder, mABHD4 FP, ARFGAP1 inhibitor, NPR1 activator, GC-B act, HTRA1 inhibitor, NR1D1 modulator
# CSc1ccccc1NC(=O)c1cnc2sc(C)cn2c1=O reads 4, 0, -0.1, 1, -2, -4, 5, -1, -9, -2
# C/C(=N\NC(=O)c1ccc2c(c1)OCO2)c1ccc2c(c1)OCO2 reads 8, 5, 0.0, 1, -2, 0, 3, 7, -5, 3
# CCOc1ccc(NCc2cccn2-c2nnc(N3CCC(C(=O)NCCCN4CCCCC4)CC3)s2)cc1 reads -1, -2, -4.6, -4, 6, 1, -3, -1, -1, 1
